# PP1 counter: PP1-alpha phosphatase inhibitors, primary screen, counter-screen for PP5 inhibitor project, biochemical, fluorescence, OMFP substrate, single point. Serine/threonine-protein phosphatase PP1-alpha catalytic subunit (Homo sapiens), P62136. purified PP1alpha. inhibition, % at 6.7 µM. 320,000 tested, 0.9% active. AID 2235, 2010;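 active = inhibition above the mean inhibition of all tested compounds plus 3 SD, computed separately for each screening campaign, cut at about 15% in these data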
# TPT1 inh: Candida albicans TPT1 enzyme inhibitors, primary screen, biochemical, fluorescence polarization. AID 1962, 2009. tRNA 2'-phosphotransferase TPT1 (Candida albicans SC5314). recombinant caTPT1, FP RNA substrate dephosphorylation. inhibition, % at 5 µM. 300,000 tested, 0.81% active;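 active = inhibition above the mean of all tested compounds plus 3 SD, set per screening campaign, cut at about 24% in these data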;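 also: plate controls were DMSO alone for no effect and ferristatin control at 100 nM for full effect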
# PP5 inh: PP5 phosphatase inhibitors, primary screen, biochemical, fluorescence | AID 1987, 2009 | 320,000 tested, 0.18% active | purified PP5c, OMFP substrate fluorescence | Serine/threonine-protein phosphatase 5 (Homo sapiens), P53041 | inhibition, % at 6.7 µM;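 active = inhibition above the campaign's mean inhibition across all tested compounds plus 3 SD, cut at about 9.5% in these data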;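 also: 0% = DMSO only and 100% = 100 µM cantharidin control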
# PREPL inhibitor: PREPL enzyme inhibitors, primary screen, biochemical, fluorescence polarization | recombinant PREPL, fluorescence polarization activity-based probe | inhibition, % at 5.96 µM | 320,000 tested, 0.68% active | AID 2751, 2010; in the data active = inhibition above about 43%;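 also: 0% = enzyme with DMSO and 100% = wells lacking enzyme; many of its hits are not listed in these tables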
# Target sequence (Q4J6C6 whole entry, looked up): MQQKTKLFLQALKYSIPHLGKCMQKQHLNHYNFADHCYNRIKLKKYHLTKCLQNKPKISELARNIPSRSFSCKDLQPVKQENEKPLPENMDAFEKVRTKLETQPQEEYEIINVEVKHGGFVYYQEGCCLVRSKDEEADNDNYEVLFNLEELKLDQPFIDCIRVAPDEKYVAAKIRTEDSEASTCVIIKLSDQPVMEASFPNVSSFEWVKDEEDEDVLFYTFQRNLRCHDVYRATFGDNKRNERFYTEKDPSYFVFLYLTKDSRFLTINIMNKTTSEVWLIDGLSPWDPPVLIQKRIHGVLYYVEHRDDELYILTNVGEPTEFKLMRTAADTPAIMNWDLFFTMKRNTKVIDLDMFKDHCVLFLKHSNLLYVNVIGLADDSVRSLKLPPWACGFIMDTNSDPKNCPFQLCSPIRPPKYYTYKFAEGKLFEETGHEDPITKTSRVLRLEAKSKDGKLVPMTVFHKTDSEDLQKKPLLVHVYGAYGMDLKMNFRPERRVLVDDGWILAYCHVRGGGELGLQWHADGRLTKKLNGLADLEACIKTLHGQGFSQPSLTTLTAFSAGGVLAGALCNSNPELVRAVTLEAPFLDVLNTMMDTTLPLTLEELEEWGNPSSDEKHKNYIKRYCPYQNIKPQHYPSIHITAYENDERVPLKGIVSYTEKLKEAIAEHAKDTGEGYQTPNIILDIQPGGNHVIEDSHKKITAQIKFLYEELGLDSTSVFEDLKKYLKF
# core dimer inh: inhibitors of HCV core protein dimerization, primary screen, biochemical, TR-FRET, high-throughput; AID 1899, 2009; inhibition, % at 5 µM; TR-FRET GST/Flag-core106 dimerization, 1536-well; 300,000 tested, 0.33% active;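 active = inhibition above the mean of all tested compounds plus 3 SD, set per screening campaign, cut at about 45% in these data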
#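 Test system: GST/Flag-tagged HCV core106 proteins; Medium: KF-containing HEPES buffer, pH 7.45, DTT, CHAPS, BSA; Times: compound-protein-antibody incubation 4 h at 22.5 °C; Detection: TR-FRET 671 and 617 nm emission; Benchmarks: wells lacking GST-core106 and wells with excess unlabelled core106.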
# GASC-1 inh: inhibitors of GASC-1 histone demethylase, primary screen, biochemical, fluorescence, DELFIA europium; GST-JMJD2C(1-420) H3K9me3 demethylation; inhibition, % at 2.35 µM; 330,000 tested, 0.069% active; AID 2099, 2009;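 active = more than half of a compound's replicate wells show inhibition beyond 50%, single wells judged on their own value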;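 also: signal counts dimethyl H3K9 product captured on neutravidin plate; 0% = median of DMSO wells and 100% = 0.3 times that DMSO median; strong numbers were not always called active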
# Efflux pump inh: inhibitors of Candida efflux pumps in yeast, primary screen, S. cerevisiae, Nile Red, multiplex. 330,000 tested, 0.44% active. S. cerevisiae Candida pump triplex. inhibition, % at 10 µM;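 active = plate passing quality check with inhibition over a set limit, or well fluorescence over plate mean plus 4 SD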;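 also: Nile Red retained in pooled yeast measured as flow cytometry median fluorescence; 0% = buffer negative control and 100% = Enniatin B positive control; higher means more Nile Red kept so more efflux inhibition; some compounds called inactive have numbers as strong as hits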
# CTSL1 counter: Fasciola hepatica cathepsin L1 inhibitors, primary screen, counter-screen for PFM18AAP inhibitor project, biochemical, QFRET, fluorogenic peptide substrate. recombinant F. hepatica cathepsin L1, Z-Leu-Arg-MCA fluorescence. inhibition, % at 5.96 µM. 300,000 tested, 0.49% active;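 active = inhibition above the mean of all tested compounds plus 3 SD, set per screening campaign, cut at about 17% in these data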;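 also: 0% = plate median of test compound wells and 100% = 1 µM Z-Phe-Ala-diazomethylketone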
# LYPLA2 counter: LYPLA2 inhibitors, primary screen, counter-screen for PME1 inhibitor project, biochemical, fluorescence polarization, FP-Rh probe ABPP | Acyl-protein thioesterase 2 (Homo sapiens), O95372 | recombinant LYPLA2 | inhibition, % at 5.9 µM | 320,000 tested, 0.38% active | AID 2177, 2009;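 active = inhibition above the screen-wide mean plus 3 SD, limit set per campaign, cut at about 26% in these data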;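 also: 0% = LYPLA2 with DMSO and 100% = wells lacking LYPLA2 enzyme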
# Target sequence (O95372 whole entry, looked up): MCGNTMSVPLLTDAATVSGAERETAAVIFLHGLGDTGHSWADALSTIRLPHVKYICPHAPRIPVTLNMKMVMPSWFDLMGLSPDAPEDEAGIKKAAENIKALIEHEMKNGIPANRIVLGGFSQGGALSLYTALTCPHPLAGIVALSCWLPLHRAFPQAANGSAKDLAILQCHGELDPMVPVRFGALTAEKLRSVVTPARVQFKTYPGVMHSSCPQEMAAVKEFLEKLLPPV
# * marks the source's active call; other numbers are inactive results; i = inactive; x = no result given; & = joins results of further samples. Some of the compounds tested, so the mix of outcomes need not match the whole.
1) CCC1(c2ccccc2)NC(=O)N(CC(=O)N(C)CC(=O)Nc2c(C)cccc2C)C1=O (configuration not stated)
2) COc1ccccc1N1CCN(C(=O)c2cc(-c3ccc(Br)cc3)on2)CC1
3) COc1cccc(NC(=S)Nc2cc(C)cc(C)n2)c1
4) O=C(O)c1cccc(CN2C(=O)SC(Nc3ccccc3)C2=O)c1 (configuration not stated)
5) O=C(Cn1ccc(=O)[nH]c1=O)Nc1ccc(C(=O)O)c(O)c1
6) COc1ccc(C2C(C#N)=C(N)OC3=C2C(=O)CC(C)(C)C3)cc1 (configuration not stated)
7) O=S(=O)(c1cccc2cccnc12)N1CCCc2ccccc21
8) CCOc1cc(C2C3=C(CCCC3=O)N(CC(=O)O)C3=C2C(=O)CCC3)ccc1OC
9) O=C(COc1ccc(Cl)cc1)NCCS(=O)(=O)N1CCN(c2ccccc2F)CC1
10) Cc1ccc(C(=O)OCc2nnc(-c3ccccc3)o2)s1

compound no.	1	2	3	4	5	6	7	8	9	10
PP1 counter	-5	10	6	7	-2	-2	-1	1	-1	-2
TPT1 inh	-2	-2	-3	0	-7	-3	-1	-4	-1	2
PP5 inh	0.5	2.4	0.0	-0.4	2.8	1.7	1.0	-2.1	1.8	-2.6
PREPL inhibitor	14	-13	23	-1	21	-4	6	9	-48	3
core dimer inh	-3	-1	86*	2	-13	-2	0	0	13	6
GASC-1 inh	7	7	10	-2	-8	-1	-2	16	2	8
Efflux pump inh	0.1	0.0	-0.1	-0.1	0.5	-0.1	0.0	-0.1	0.0	0.0
CTSL1 counter	-1	1	0	-2	-2	0	-13	0	1	-3
LYPLA2 counter	0	1	-5	6	4	2	2	-1	8	2

11) COc1ccccc1CN1C[C@@H]2C[C@@H](c3cccc(C)n3)N3CCC[C@@]23C1=O
12) CC(C(=O)NCC1CCCCC1)N(C)CC(=O)Nc1ccc(N2CCOCC2)cc1 (configuration not stated)
13) Cn1nnnc1SCc1ccc(Cl)cc1
14) COc1ccc(S(=O)(=O)N2CCCCCC2)cc1C(=O)Nc1ccccn1
15) O=S(=O)(c1ccc2c(c1)OCCCO2)N1CCNCC1
16) Cn1c(N)c(C#N)c2c(c1=S)COC(C)(C)C2
17) CC(=O)c1ccc(NC(=O)CSc2nccn2CCc2ccccc2)cc1
18) Cc1cc(C(=O)N2CCCC(N3CCN(c4ccccc4C)CC3)C2)n(C)n1 (configuration not stated)
19) Cc1cc(C)c(Nc2ncccc2C(=O)O)c(C)c1
20) C/C=C(\C)CN1CCN(c2ccc(C)cc2)CC1

compound no.	11	12	13	14	15	16	17	18	19	20
PP1 counter	-1	0	-4	-2	2	4	-1	-3	-3	4
TPT1 inh	-3	-2	-1	-5	-4	-3	3	0	-1	1
PP5 inh	-1.1	1.3	-0.1	1.0	-0.1	1.5	0.7	-0.4	-2.1	4.4
PREPL inhibitor	1	-4	1	12	1	10	-62	1	0	13
core dimer inh	-1	6	3	-3	0	-4	-9	-5	1	-1
GASC-1 inh	-1	1	2	23	99	0	21	-18	7	-3
Efflux pump inh	-0.1	0.0	0.0	-0.2	0.0	-0.1	0.0	0.0	0.2	0.4*
CTSL1 counter	-2	-2	0	3	-2	5	0	-3	-1	-1
LYPLA2 counter	-1	-1	-1	6	0	-1	4	1	0	-3

21) CCN(CC(=O)NCc1cccs1)S(=O)(=O)c1ccc(NC(C)=O)cc1
22) COc1cccc(NC(=O)C2Cc3ccccc3CN2C(=O)c2ccco2)c1 (configuration not stated)
23) Cc1ccc(C(=O)c2coc3ccc(O)c(CN(C)C)c23)cc1
24) COc1cccc(N2CCN(C(=O)c3oc4ccccc4c3NC(=O)Cc3ccc(OC)c(OC)c3)CC2)c1
25) CCc1cc(=O)oc2cc(C)cc(OCC(=O)N[C@@H](CSCc3ccccc3)C(=O)O)c12
26) CSc1ccccc1OCc1cc(C(=O)NCC(C)(C)N2CCOCC2)no1
27) CN(C(=O)COc1cccc(C#N)c1)C1CCS(=O)(=O)C1 (configuration not stated)
28) COc1ccc(C2C(C(=O)N3CCN(c4ccccc4F)CC3)c3ccccc3C(=O)N2C)cc1 (configuration not stated)
29) O=C(NCc1ccccc1)c1ccc(CS(=O)(=O)Cc2ccc(F)cc2)o1
30) CCC(Cc1ccccc1)NC(=O)c1cc(S(=O)(=O)N2CCCCC2)c[nH]1 (configuration not stated)

compound no.	21	22	23	24	25	26	27	28	29	30
PP1 counter	4	0	0	4	-2	0	0	5	-1	1
TPT1 inh	-5	2	-3	1	-1	0	x	0	1	-3
PP5 inh	0.6	-0.6	1.0	4.4	1.5	2.5	1.2	2.8	2.0	2.9
PREPL inhibitor	8	-9	25	4	8	3	-7	-7	2	10
core dimer inh	4	10	-5	4	1	-9	x	14	-3	0
GASC-1 inh	-9	-2	17	1	30	-5	2	138&3	-10	-1
Efflux pump inh	0.0	0.2	-0.1	-0.4	-0.1	-0.1	-0.1	0.1	-0.1	0.1
CTSL1 counter	12	2	-2	-1	-1	-2	x	-3	0	-3
LYPLA2 counter	3	-8	3	0	10	4	-2	2	2	5

31) Cc1ccc(-c2csc(NC(=O)CSc3nc(C)cs3)n2)cc1
32) NC(=O)CSc1nc2ccccc2c(=O)n1Cc1ccccc1
33) CNc1c(NS(=O)(=O)c2ccc(Br)cc2)c(=O)oc2ccccc12
34) COc1ccc(CC(=O)N2CCN(S(=O)(=O)c3ccc(Cl)s3)CC2)cc1
35) N#CCCN(Cc1cccs1)C(=O)c1ccc(Cl)cc1
36) COCCn1c(=O)[nH]c2cc(C(=O)N3CCN(c4ccc(Cl)cc4)CC3)ccc2c1=O
37) COc1ccc(Cn2nnc3c(=O)[nH]c(C4CCN(C(=O)c5ccccc5Cl)CC4)nc32)cc1
38) CCOc1ccc2ccccc2c1C1NC(=O)NC(C)=C1C(=O)OCCOC (configuration not stated)
39) COc1ccc(CC(=O)NCCS(=O)(=O)N2CCN(c3ccccc3)CC2)cc1OC
40) N#CC(c1ccccc1F)(c1ncc(C(F)(F)F)cc1Cl)N1CCOCC1 (configuration not stated)

compound no.	31	32	33	34	35	36	37	38	39	40
PP1 counter	3	-4	3	0	-3	-1	1	-2	-2	-4
TPT1 inh	1	3	-1	x	-2	-4	1	-4	0	-1
PP5 inh	0.4	0.1	3.0	-0.5	1.6	1.2	6.7	-3.4	-2.0	0.3
PREPL inhibitor	-40	-5	-12	10	10	17	-11	-2	-13	12
core dimer inh	2	0	10	x	2	7	1	7	-3	-4
GASC-1 inh	-27	-6	-20	-4	4	8	2	-5	3	13
Efflux pump inh	0.1	-0.1	0.1	-0.1	0.0	0.3	0.1	0.0	0.0	-0.1
CTSL1 counter	4	-3	1	x	-2	-1	1	3	1	3
LYPLA2 counter	-30	0	-7	7	0	-4	10	-1	2	2

# As entered above:
# PP5 inh with entry 38 = -3.4
# PP1 counter with entry 39 = -2
# LYPLA2 counter with entry 33 = -7

# Full records as entered above. Values in the order: PP1 counter, TPT1 inh, PP5 inh, PREPL inhibitor, core dimer inh, GASC-1 inh, Efflux pump inh, CTSL1 counter, LYPLA2 counter
# N#CC(c1ccccc1F)(c1ncc(C(F)(F)F)cc1Cl)N1CCOCC1 (configuration not stated) across the screens: -4, -1, 0.3, 12, -4, 13, -0.1, 3, 2
# CCOc1ccc2ccccc2c1C1NC(=O)NC(C)=C1C(=O)OCCOC (configuration not stated) across the screens: -2, -4, -3.4, -2, 7, -5, 0.0, 3, -1

# (continued)
41) COc1ccc(C(C)NC(=O)CC23CC4CC(CC(C4)C2)C3)cc1 (configuration not stated)
42) O=C(CN1CCN(c2ccc(F)cc2)CC1)NC(=O)NCc1ccco1
43) Cc1ccc(-n2ncc(Cl)c2C(=O)NCc2ccccc2)cc1
44) CC(=O)c1cn(N(C)c2ncc(C(F)(F)F)cc2Cl)c(=O)[nH]c1=O
45) Cc1cc(-c2ccc(C(C)C)c(S(=O)(=O)N3CCN(c4ccccc4)CC3)c2)on1
46) Cc1cc(C)n2nc(SCC(=O)N(C)C3CCCCC3)nc2n1
47) COc1ccc(CC(=O)Nc2cc(S(=O)(=O)N3CCOCC3)ccc2N2CCOCC2)cc1
48) COc1ccc(-n2c(Cc3ccccc3)nnc2SCC(=O)N2CCCc3ccccc32)cc1
49) COc1ccc(OC)c(S(=O)(=O)N2CCN(C(=O)NC3CCCCC3)CC2)c1
50) N#CC1=C(N)OC2=C(C(=O)CCC2)C1c1ccc(OC(=O)N2CCOCC2)cc1 (configuration not stated)

compound no.	41	42	43	44	45	46	47	48	49	50
PP1 counter	-4	1	-2	-3	1	-3	-4	1	-5	-3
TPT1 inh	1	-2	-10	1	-2	0	-1	1	x	0
PP5 inh	5.9	0.2	-2.3	0.2	-1.4	1.8	1.2	-1.0	0.8	1.2
PREPL inhibitor	21	7	15	-3	-20	11	-1	25	14	9
core dimer inh	-11	33	-12	-3	16	-6	-3	22	x	-3
GASC-1 inh	-14	-1	i	-3	25	8	1	-10	-9	-3
Efflux pump inh	-0.1	-0.2	0.0	0.2	0.0	0.0	0.0	0.0	0.1	-0.5
CTSL1 counter	3	2	8	1	0	6	0	4	x	-3
LYPLA2 counter	1	2	5	3	-5	7	0	1	0	0

51) COc1ccc(N/C(N)=N/c2nc(C)cc(=O)[nH]2)cc1
52) COc1ccc(S(=O)(=O)N2CCCCC2)cc1NC(=O)C1CC(=O)N(Cc2ccccc2)C1 (configuration not stated)
53) Cc1nn(C)c(C)c1C1Nc2ccccc2C(=O)N1O (configuration not stated)
54) COc1ccc(OC)c(-n2nnnc2SCC(=O)NCCc2ccccc2)c1
55) COc1cc(NC(=S)NCCSc2ccc(C)cc2)cc(OC)c1
56) Cc1cccc(N2CC(C(=O)NCC3COc4ccccc4O3)CC2=O)c1C (configuration not stated)
57) COc1ccc(OCCCC(=O)Nc2ccc(OC)c(S(=O)(=O)N3CCOCC3)c2)cc1
58) COc1ccc(-n2cnnc2SCC(=O)c2ccc(S(=O)(=O)N3CCOCC3)cc2)cc1

compound no.	51	52	53	54	55	56	57	58
PP1 counter	1	1	1	-8	1	-4	-2	0
TPT1 inh	-1	x	0	0	14	x	x	3
PP5 inh	2.0	2.5	3.6	1.5	2.1	0.3	-0.5	0.3
PREPL inhibitor	-6	0	-3	-1	2	9	12	19
core dimer inh	-1	x	-2	-11	6	x	x	8
GASC-1 inh	18	0	6	-7	-6	-4	0	2&0
Efflux pump inh	0.0	0.0	0.0	-0.1	-0.3	-0.2	-0.1	0.2
CTSL1 counter	0	x	0	2	1	x	x	0
LYPLA2 counter	6	2	10	-2	-5	-1	2	-4
